Screening results: PubChem, Broad Institute
LGR2 antag = Drosophila LGR2 receptor signaling inhibition. 0.35% of 380,000 active. HEK293 LGR2, CRE-luciferase, bursicon-stimulated, 4 h. AID 720647. inhibition, % at 9.99 µM;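 active = drop in luminescence signal, shown as inhibition above about 50% in the replicate tests, limit read from the data, passing the limit was not always enough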;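 note: agonist challenge used bursicon conditioned medium at about half maximal strength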
EWS-Fli block = EWS/Fli transcriptional activity inhibition; AID 651661; A673 NR0B1-luciferase reporter, viability-normalised; inhibition, % at 12.6 µM; 0.67% of 350,000 active;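 active = mean inhibition of at least 50% after viability correction, with every replicate also passing that limit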;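 note: firefly luciferase signal divided by Alamar Blue viability fluorescence both relative to DMSO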
FN deposit inh = fibronectin deposition inhibition | AH1F fibroblasts, Alexa488-fibronectin deposition fluorescence, overnight | inhibition, % at 12.6 µM | 0.086% of 350,000 active | AID 743247;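 active = mean inhibition across replicates of 30% or more, regardless of how many single replicates reach that level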;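 note: positive control wells lacked labelled fibronectin entirely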
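Test system: AH1F fibroblast monolayer depositing Alexa488-labelled fibronectin into matrix. Input: 10000 cells per well. Technique: fluorescence, ex 485 nm, em 525 nm. Buffer or medium: DMEM plus 2% serum, read in PBS. Timing: 1 h cell adhesion before compound, then overnight fibronectin incubation. Compound: single dose, pinned. Read-out basis: inhibition from reduced deposited-fibronectin fluorescence.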
PAX8 inh HTS = PAX8 transcriptional activity inhibition; RMG-I TPO-luciferase reporter, SteadyGlo, 24 h; inhibition, % at 12.6 µM; 1.2% of 360,000 active; AID 652154;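 active = mean replicate inhibition at least 60% with every replicate also reaching 60%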;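 note: luciferase light reporting Pax8 driven TPO promoter activity; plate controls were median of neutral control wells for no effect and mitoxantrone controls for full effect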
ERAP1 inh = blocks human ERAP1 aminopeptidase activity. recombinant ERAP1, Leu-AMC fluorescence, 60 min. inhibition, % at 10.7 µM. 0.15% of 340,000 active. AID 652197;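 active = mean replicate inhibition of at least 30%, or all replicates individually reaching that 30% level; inactive = mean below 30% and not every replicate reaching it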;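 note: 0% = neutral control wells and 100% = L-leucinethiol positive control wells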
Target sequence (Q9NZ08 whole entry, looked up): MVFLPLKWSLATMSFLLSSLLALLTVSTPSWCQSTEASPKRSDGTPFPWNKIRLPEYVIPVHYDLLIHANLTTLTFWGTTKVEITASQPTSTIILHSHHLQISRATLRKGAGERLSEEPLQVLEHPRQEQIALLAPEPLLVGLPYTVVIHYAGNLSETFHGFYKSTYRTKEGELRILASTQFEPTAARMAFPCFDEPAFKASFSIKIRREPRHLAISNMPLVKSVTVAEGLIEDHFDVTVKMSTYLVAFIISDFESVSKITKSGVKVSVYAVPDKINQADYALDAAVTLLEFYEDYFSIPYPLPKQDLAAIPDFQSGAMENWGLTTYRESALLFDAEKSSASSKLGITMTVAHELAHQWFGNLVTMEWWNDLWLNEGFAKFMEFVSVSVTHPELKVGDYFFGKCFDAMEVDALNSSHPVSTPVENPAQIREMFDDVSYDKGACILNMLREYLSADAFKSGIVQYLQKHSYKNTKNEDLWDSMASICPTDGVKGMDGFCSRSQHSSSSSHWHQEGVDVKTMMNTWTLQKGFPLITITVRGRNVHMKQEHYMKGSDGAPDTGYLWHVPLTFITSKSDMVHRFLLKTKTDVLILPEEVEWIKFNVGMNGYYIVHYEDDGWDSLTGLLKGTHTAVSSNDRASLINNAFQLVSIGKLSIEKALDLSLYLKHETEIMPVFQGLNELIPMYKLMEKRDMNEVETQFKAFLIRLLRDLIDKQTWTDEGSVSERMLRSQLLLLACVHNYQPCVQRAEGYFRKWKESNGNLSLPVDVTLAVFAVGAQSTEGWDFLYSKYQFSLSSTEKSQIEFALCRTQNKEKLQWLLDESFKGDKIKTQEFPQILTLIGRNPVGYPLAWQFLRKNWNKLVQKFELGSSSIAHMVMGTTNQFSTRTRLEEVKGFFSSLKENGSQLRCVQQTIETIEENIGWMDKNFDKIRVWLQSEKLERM
PglD inh = blocks C. jejuni PglD acetyltransferase activity. AID 602405. inhibition, % at 12.5 µM. purified PglD enzyme, DTNB colorimetric CoA detection. 0.098% of 360,000 active; in the data active = inhibition above about 16%, passing the limit was not always enough; note: strong numbers were not always called active
PGC1a acetyl inh = modulators of PGC1a acetylation. U2OS PGC1a acetylation, AlphaScreen anti-acetyl-lysine; with virally co-expressed GCN5 acetyltransferase. inhibition, % at 15.6 µM. 0.17% of 350,000 active. AID 651687;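 active = every replicate shows inhibition of at least 40%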;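 note: 0% = neutral control wells and 100% = positive control wells; some results beyond the cut were filed as inactive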
S100A4 MyoIIA = inhibitors of human S100A4 binding to myosin IIA peptide; P26447; S100A4/TAMRA-MyoIIA peptide fluorescence polarization; inhibition, % at 10.7 µM; 0.14% of 360,000 active; AID 652163;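 active = mean inhibition of at least 70% across replicates, with every replicate also reaching that level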
Target sequence (P26447 whole entry, looked up): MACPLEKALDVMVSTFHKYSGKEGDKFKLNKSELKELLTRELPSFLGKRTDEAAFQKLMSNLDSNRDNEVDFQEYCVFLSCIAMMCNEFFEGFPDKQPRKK
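Test system – S100A4 monomer (human) · Compound – single-point compound testing · Schedule – 5 min incubation before reading · Probe or stimulus – TAMRA-labelled myosin IIA heavy-chain peptide probe, 5 nM · Benchmarks – neutral control DMSO, positive control TFP · Medium – Calcium-containing HEPES buffer, pH 7.2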
Starred values were filed as active, the others as inactive; . = no result given; & = joins results of further samples.

SMILES	LGR2 antag	EWS-Fli block	FN deposit inh	PAX8 inh HTS	ERAP1 inh	PglD inh	PGC1a acetyl inh	S100A4 MyoIIA
C[C@@H]1CN([C@@H](C)CO)C(=O)c2cc(NC(=O)Cc3ccccc3)ccc2O[C@@H](C)CCCCO[C@H]1CN(C)Cc1ccc(C(=O)O)cc1	5.5	3.7	.	-6.5	-3.8	-0.5	-4.8	46.5
Cc1cc(NC(=S)Nc2cccc3ccccc23)n[nH]1	-84.0	-19.6	-0.7	-15.4	1.3	.	-2.3	-2.8
O=C(Cc1cccnc1)N1CC(=O)N2[C@H](CO)[C@H](c3ccc(C#CC4CCCC4)cc3)[C@@H]2C1	-25.4	-8.5	7.6	.	1.3	.	-13.1	4.9
COc1ccccc1C1C(C(N)=O)=C(C)Nc2nc(CCCO)nn21 (stereo unspecified)	0.9	-4.2	2.1	6.5	0.6	1.0	11.4	-1.5
COc1ccc(NC(=O)CN(C)C(=O)c2cc(CN3C(=O)c4ccccc4C3=O)ccc2OC)cc1	-27.2	7.1	2.4	13.7	-1.3	3.4	-3.3	-2.8
C[C@@H]1CN([C@@H](C)CO)C(=O)c2cc(NC(=O)C3CCCCC3)ccc2O[C@@H]1CN(C)C	17.1	-8.6	.	-8.1	1.1	5.7	19.5	-29.6
ClC1CCCCC1n1nnc2ccccc21 (stereo unspecified)	.	22.0	6.1	8.8	0.4	.	2.1	-3.1
COc1ccc(NC(=O)C2Cc3c(-c4ccc(Cl)cc4)ccnc3O2)cn1 (stereo unspecified)	-0.9	7.8	12.9	45.8	1.5	-4.5	.	19.8
CCOc1cc(NC(=S)NCCCN2CCOCC2)c(OCC)cc1NC(=O)c1ccccc1C	7.4	12.9	-6.4	-10.2	4.1	.	2.3	3.7
O=C(N[C@H]1C=C[C@H](CC(=O)N2CCCCC2)O[C@@H]1CO)c1ccccn1	-10.1	-6.5	.	-18.4	-2.1	-5.6	4.0	1.1
O=C(Cn1cc(COc2ccc(Br)cc2)nn1)c1ccc(O)cc1	24.4	-9.5	.	15.5	-0.3	2.1	0.9	3.1
C[C@@H]1CN([C@H](C)CO)C(=O)c2cc(NC(=O)c3ccccc3)ccc2O[C@@H](C)CCCCO[C@@H]1CN(C)S(C)(=O)=O	-3.2	6.5	.	-11.2	-2.3	-1.0	6.2	51.3
CC(=O)c1c(N2CCCC2)[nH]c(-c2ccccc2)nc1=S	21.4	17.5	.	.	-7.2	.	7.3	-3.1
O=C(NCc1ccccc1)c1cccc(NC(=O)C2CC2)c1	-16.1	-2.1	12.8	-21.4	.	-3.6	3.6	-1.2
Cn1c(SCC(=O)Nc2ccc(F)cc2)nnc1C1CC1	5.3	-26.7	1.1	-3.5	-3.4	4.0	.	-7.1
O=C(Cc1ccccc1F)Nc1ccc(S(=O)(=O)N2CCCC2)cc1	-12.8	-4.7	3.8	10.4	2.5	1.3	-2.2	-1.1
O=[N+]([O-])c1ccc2c(c1)C=C1CCCCC1(N1CCCCC1)O2 (stereo unspecified)	15.8	.	-7.3	13.5	.	-4.0	.	.
COC(=O)C[C@@H]1C=C[C@H](NS(=O)(=O)c2ccccc2F)[C@H](CO)O1	-20.0	10.1	19.0	8.3	3.6	-9.0	-14.7	-3.7
CCc1ccccc1OCCCCN1CCCCC1	1.8	3.4	-6.0	6.0	-0.6	-0.9	-10.4	-4.8
Cc1cc(C(=O)NNC(=O)c2cccc(Cl)c2)no1	4.3	0.9	-5.9	2.7	.	1.6	9.3	1.2
NC(=O)C1=C[C@H](c2csc3ccccc23)C[C@H](OCc2ccc(CO)cc2)O1	-15.0	-26.2&-14.5	2.0	-7.3&-36.2	1.4&-0.4	2.6&2.2	8.1	-3.4&13.6
CN(c1ccccc1)S(=O)(=O)c1cccc(NS(=O)(=O)c2cccc(C(=O)O)c2)c1	-8.7	2.3	0.7	-4.1	-22.8	0.3	.	-1.3
C[C@H](CO)N1C[C@H](C)[C@@H](CN(C)S(=O)(=O)c2cn(C)cn2)OCCCC[C@H](C)Oc2ccc(NS(=O)(=O)c3ccccc3)cc2C1=O	-12.9	-28.3	-5.8	8.3	-0.6	1.7	3.5	-3.0
CCCCNC(=O)c1c[nH]c2ccc(S(=O)(=O)N3CCOCC3)cc2c1=O	-16.9	4.5	-4.9	-0.1	-2.1	.	11.1	-0.6
C[C@H]1CN([C@@H](C)CO)C(=O)c2cccc(NC(=O)C3CCOCC3)c2O[C@H]1CN(C)Cc1ccc(C(=O)Nc2ccccc2N)cc1	3.6	-2.9	.	.	-1.2	0.8	.	-2.7
The listing continues.
SMILES	LGR2 antag	EWS-Fli block	FN deposit inh	PAX8 inh HTS	ERAP1 inh	PglD inh	PGC1a acetyl inh	S100A4 MyoIIA
COC(=O)C1=C(C)N(c2cc(C)cc(C)c2)/C(=C/c2ccc(O)cc2)C1=O	28.8	6.3	3.6	17.0	1.7	.	0.6	3.4
CC(C)(C)c1ccc(S(=O)(=O)N2C=CC(C(F)(F)F)=NCC2)cc1	.	.	3.0	-1.9	.	2.9	1.9	.
O=C(Nc1ccc(F)cc1)c1ccc(CSc2ccccc2)o1	-33.3	-15.4	-0.7	-6.7	3.9	.	.	-3.4
CNC[C@@H]1Oc2ccc(NC(=O)Cn3cnnn3)cc2C(=O)N([C@H](C)CO)C[C@H]1C	14.8	-3.8	1.5	.	-1.6	-1.7	-1.6	-1.5
CCN1CCN(C(=O)CS(=O)Cc2nc(-c3cccc(C)c3)oc2C)CC1 (stereo unspecified)	0.1	.	-4.3	10.4	-4.9	.	.	-13.8
C[C@H]1CN([C@@H](C)CO)C(=O)c2cc(NC(=O)CCC(F)(F)F)ccc2O[C@H]1CN(C)C(=O)Nc1cccc2ccccc12	18.2	14.3	.	8.5	-3.6	-2.6	5.9	-9.7
CC1C(=O)Nc2ccc(S(=O)(=O)Nc3ccccc3Br)cc2NC1=O (stereo unspecified)	-48.8	-5.0	8.1	-13.4	2.9	4.1	6.0	-2.2
C/C=C/c1ccc(C2[C@H]3CNC[C@@H]2N3S(=O)(=O)c2ccc(C)cc2)cc1 (stereo partly specified)	9.6&-14.3	-3.2	-6.7&-2.5	-16.8	1.6&0.7	.	-2.9&7.2	-2.6&-11.0
O=C(NC[C@H]1[C@H](c2ccccc2)[C@H](CO)N1Cc1ccccn1)C1CCCC1	4.6	-8.6	-19.7	-8.2	.	-0.3	-2.9	.
COc1ccccc1C(=O)Nc1c(C)n(C)n(-c2ccccc2)c1=O	.	.	5.9	5.9	.	4.2	-1.8	.
CCCCn1c(N)c(N(CCOC)C(=O)c2cc3ccccc3cc2OC)c(=O)[nH]c1=O	-14.5	5.1	-2.7	3.2	-0.1	-2.4	9.0	24.9
O=C(NCC[C@@H]1CC[C@@H](NC(=O)C2CCCC2)[C@H](CO)O1)c1cnccn1	5.9	0.6	8.3	6.9	1.1	-3.7	6.1	2.2
COc1ccc(-c2ccc3n(c2=O)C[C@@H]2[C@@H](CO)[C@H](C(=O)NCCN4CCCC4)N(C)[C@H]32)cc1	-14.2	-9.6	-1.2	-12.4	-0.6	.	.	6.5
Cc1ccc(-n2nc3c(=O)n(CC(=O)NC4CCCCC4)nc(C)c3c2C)cc1	1.6	1.2	-19.2	22.5	4.8	0.9	-0.8	-4.2
O=C(c1ccc(F)cc1)N1CCN(S(=O)(=O)c2ccc(Br)cc2)CC1	-0.2	.	1.7	-6.3	0.8	-2.2	-7.2	-6.6
O=C(Cc1ccc(Br)cc1)Nc1nc2ccccc2[nH]1	-4.4	-32.8	6.4	7.1	.	.	4.8	0.0
O=C1OCCN1C(=O)[C@H]1[C@H](c2ccc([N+](=O)[O-])cc2)C(c2cccc(Cl)c2)=NN1c1ccc(Br)cc1	-0.4	5.9	-1.8	13.7	1.1	-7.6	5.1	27.9
CC(=O)c1c(C)[nH]c(C(=O)OCC(=O)Nc2ccc3c(c2)OCCO3)c1C	-12.8	12.8	-10.1	12.7	6.3	-1.0	.	1.3
COCC1CCCCN1Cc1cn[nH]c1-c1ccc(OC)cc1OC (stereo unspecified)	9.4	1.1	6.4	-8.5	-4.0	5.6	4.5	3.9
C[C@H]1CN([C@@H](C)CO)C(=O)c2cccc(NS(=O)(=O)c3cccs3)c2O[C@@H]1CN(C)C(=O)Nc1ccc(C(F)(F)F)cc1	.	-5.1	.	.	-0.7	2.5	-4.1	1.0
O=C(c1ccc(OC2CCN(C(=O)c3cccnc3)CC2)cc1)N1CCCCCC1	.	30.1	11.4	0.4	5.4	.	.	-0.8
Nc1ccc(CCn2ccnc2)cc1	12.0	5.5	1.0	3.0	0.1	-6.6	-0.4	-1.2
Oc1ccccc1/C=N/Nc1ccnc(SCc2ccccc2)n1	-65.6	13.0	5.3	6.1	-2.8	.	.	4.1
C=CCC[C@@H](Cc1ccc(F)cc1)C(=O)OCCNC(=O)[C@@H](CC=C)CC(=O)N[C@@H](CO)Cc1ccccc1	3.2	0.4	-9.8	15.1	.	2.1	.	-5.6
CN(C)CC#Cc1ccc([C@H]2[C@@H](CO)N(C(=O)C3CC3)[C@H]2C#N)cc1	-11.9	4.8	-0.5	-3.0	-2.0	-0.2	4.3	8.5

Rewritten comma-delimited: part of the list above.
Compound,LGR2 antag,EWS-Fli block,FN deposit inh,PAX8 inh HTS,ERAP1 inh,PglD inh,PGC1a acetyl inh,S100A4 MyoIIA
O=C(NCC[C@@H]1CC[C@@H](NC(=O)C2CCCC2)[C@H](CO)O1)c1cnccn1,5.9,0.6,8.3,6.9,1.1,-3.7,6.1,2.2
COc1ccc(-c2ccc3n(c2=O)C[C@@H]2[C@@H](CO)[C@H](C(=O)NCCN4CCCC4)N(C)[C@H]32)cc1,-14.2,-9.6,-1.2,-12.4,-0.6,.,.,6.5
Cc1ccc(-n2nc3c(=O)n(CC(=O)NC4CCCCC4)nc(C)c3c2C)cc1,1.6,1.2,-19.2,22.5,4.8,0.9,-0.8,-4.2

Next structures
SMILES	LGR2 antag	EWS-Fli block	FN deposit inh	PAX8 inh HTS	ERAP1 inh	PglD inh	PGC1a acetyl inh	S100A4 MyoIIA
O=C(NC[C@@H]1CC[C@H]2[C@H](CN2S(=O)(=O)c2ccccc2[N+](=O)[O-])O1)Nc1ccccc1	.	5.9	.	.	1.3	.	-17.9	-0.4
CC1Cc2cc(S(=O)(=O)NCc3ccccc3)ccc2N1C(=O)C1CC1 (stereo unspecified)	-34.6	.	9.4	-4.1	1.1	10.5	.	-1.4
C[C@@H]1CN([C@H](C)CO)C(=O)c2cc(C3=CCCC3)cnc2O[C@@H]1CN(C)C(=O)Nc1ccc(C(F)(F)F)cc1	10.0	-8.4	-9.2	.	-1.8	1.2	6.6	-14.5
CCCc1cc(=O)[nH]c(SCC(=O)N(CCC#N)c2ccc3c(c2)OCCO3)n1	-13.0	2.2	3.5	8.5	-5.7	-2.1	.	2.8
O=C(Cc1ccncc1)NCC[C@H]1CC[C@@H](NC(=O)C2CCCCC2)[C@@H](CO)O1	16.9	2.2	.	23.5	1.0	0.8	-1.6	-3.5
COc1ccc([C@@H]2CC=C(C(=O)O)[C@H](c3ccc(C)cc3)N2S(=O)(=O)c2ccc(C)cc2)cc1OC	-11.0	-1.4	-5.3	-18.8	2.2	3.5	2.5	-3.0
CC(C)C[C@H](NC(=O)C1(c2ccccc2)CCN(C(=O)[C@H]2CSCN2C(=O)OC(C)(C)C)CC1)C(=O)O	-1.1	-0.2	-3.7	3.9	0.6	-6.8	2.6	-3.9
CCC(c1nnnn1Cc1ccc(OC)cc1)N1CCN(c2ccc(OC)cc2)CC1 (stereo unspecified)	-4.7	0.8	-0.6	-2.8	8.2	.	-8.5	0.1
COc1ccc(NC(=O)Nc2cccc3c2O[C@H](CN(C)CC2CCCCC2)[C@H](C)CN([C@@H](C)CO)C3=O)cc1	5.6	1.6	.	.	0.5	2.6	-8.6	-5.2
COc1ccccc1CNc1nc(NC(C)C)nc2cc(-c3ccccc3)sc12	7.7	-6.0	.	19.2	0.8	2.5	6.6	-2.8
